# Compound activity as filed in PubChem.
# Nrf2 activator: activators of Nrf2 (ARE) signaling. AREc32 ARE-luciferase reporter (MCF7-derived line), luminescence, 24 h. Potency, µM (highest dose often 46.1 µM), without a hit: top-dose activation, hits mostly activators. 410,000 compounds, 0.31% hits. AID 624171; further: potency means the concentration at half of the fitted maximal effect; % of control where 0% means no effect; nearly all actives have a fitted effect of over 65% in size
#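 Luminescent ARE reporter assay in AREc32_Fluc cells: overnight plating at 37 deg C, 24 hr compound incubation, Steady-Glo added, 30 min RT before reading.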
# HepG2 tox: HepG2 cytotoxicity, counter-screen for TGF-b inhibitors | Potency, µM (doses to about 46.1 µM), inactives show at the highest dose activity change, negative = cytotoxicity, hits mostly cytotoxic | 410,000 compounds, 0.76% hits | HepG2 CAGA-GFP viability, ATP luminescence, 18 h | AID 588856; further: potency means the concentration at half of the fitted maximal effect; some results filed as inactive show a strong effect at the top dose
#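 CellTiter-Glo luminescence gave cytotoxicity after 18 hours at 37 degrees C. The cells were HepG2 CAGA-GFP in 1% FBS DMEM, stimulated with 500 pg/mL TGF-beta after compound addition. %Activity was normalised to no-cell wells (complete cell-killing) and DMSO (no toxicity), and curves were fitted and classified.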
# A549 viability: A549 cytotoxicity, counter-screen for Nrf2 inhibitors. A549 ARE-Fluc cells, CellTiter-Fluor viability, 18-24 h. Potency, µM (series often up to 46 µM), for the others: at the highest dose activity change, negative = cytotoxicity, most hits filed as inhibitors. 390,000 compounds, 0.16% hits. AID 504648; further: potency means the concentration at half of the fitted maximal effect; on the % scale 0 is the no-effect control and ±100 the full control effect
#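 Cytotoxicity counterscreen: CellTiter-Fluor fluorescence was measured in A549 ARE_Fluc cells after 18-24 h of compound exposure in a concentration series. The subsequent BugLite luminescent read reports ARE-luciferase activity.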
# ATXN2 expr inh: ATXN2 expression inhibition; HEK-293 ATXN2-luciferase reporter, luminescence, 24 h; Potency, µM (doses to about 57 µM), without a hit: top-dose activity change, negative = inhibition, hits mostly inhibitors; 360,000 compounds, 0.72% hits; AID 1745845; further: potency means the concentration at half of the fitted maximal effect; on the % scale 0 is the no-effect control and ±100 the full control effect; nearly all actives have a fitted effect of over 55% in size
#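 ATXN2-luciferase reporter cells (luciferase flanked by upstream and downstream ATXN2 gene portions) were treated 24 h at 37 °C with compounds at up to 57 uM. SteadyGlo luminescence gave expression; GF-AFC fluorescence gave viability.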
# Nrf2 block: inhibitors of Nrf2 signaling; A549 ARE-Fluc reporter, luciferase luminescence, 18-24 h; Potency, µM (titrated, usually from 46 µM), for the others: at the highest dose activity change, negative = inhibition, actives largely listed as inhibitors; 360,000 compounds, 2.1% hits; AID 504444; further: potency means the concentration at half of the fitted maximal effect; on the % scale 0 is the no-effect control and ±100 the full control effect; nearly all actives have a fitted effect of over 60% in size
#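 Nrf2 function is reported as luminescence of an ARE-controlled luciferase in A549 cells. Compounds were tested at several concentrations, and a CellTiter-Fluor read on the same wells flagged cytotoxicity.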
# TGFb SMAD3 inh: inhibitors of TGF-b signaling | HepG2 CAGA-GFP TGF-b/SMAD3 reporter, GFP fluorescence, 18 h; TGF-beta stimulated, 500 pg/mL final | Potency, µM (highest dose often 46.1 µM), inactives show at the highest dose activity, negative = inhibition, actives largely listed as inhibitors | 410,000 compounds, 1.2% hits | AID 588855; further: potency means the concentration at half of the fitted maximal effect; on the % scale 0 is the no-effect control and ±100 the full control effect; nearly all actives have a fitted effect of over 65% in size
#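 HEPG2 CAGA-GFP reporter cells (1000/well, DMEM with 1% FBS) received compounds, then recombinant TGF-beta at 500 pg/mL final for 18 hours at 37 degrees C. Per-cell GFP summed per well was normalised to unstimulated and stimulated DMSO controls before curve fitting.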
# ATXN viability: reduces viability in counter-screen for ATXN expression inhibitors | S2 cells (HEK-293 line with an ATXN2-luciferase reporter) viability, CellTiter-Fluor protease fluorescence, 24 h | Potency, µM (highest dose often 56.7 µM), most hits filed as cytotoxic | 400,000 compounds, 0.49% hits | AID 651635; further: potency means the concentration at half of the fitted maximal effect; nearly all actives have a fitted effect of over 40% in size
# MCF10A rerep: DNA re-replication induction in MCF 10a cells; 350,000 compounds, 2.9% hits; MCF 10A DNA re-replication, Hoechst nuclear intensity, 48 h; Potency, µM (series often up to 46.1 µM), without a hit: at the top dose activity, positive = re-replication, usual class: activators; further: potency means the concentration at half of the fitted maximal effect; % of control where 0% means no effect; nearly all actives have a fitted effect of over 50% in size
# IL-1B inflam inh: inflammasome signaling inhibition, IL-1 beta readout | activity change, % at 57.5 µM | THP-1 LPS/ATP IL-1B secretion, AlphaLISA, 16 h; active compounds read low | 360,000 compounds, 4.7% hits | AID 743279; in the data active means activity change below about -50%; inconclusive means mostly about -30% to -49%; further: on the % scale 0 is the no-effect control and ±100 the full control effect
#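 THP-1 cells pretreated 1 hr with compounds (up to 57.5 uM final), then stimulated with LPS (250 ng/mL final) plus ATP (1.25 mM final); secreted IL-1B measured by AlphaLISA after 16 hr, decreased signal indicating inhibition.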
# Active calls of the source: *; i = inactive; u = inconclusive; x = not tested or not shown; [ ] = remark or other dose. Unless noted, the call rests on the fitted dose curve; in most records, active means well fitted curve in the direction sought with a large enough effect; inconclusive means small, poorly fitted or top-dose-only effect, or another doubt; inactive means no such curve, though single readings can be large; an effect the other way counts as inactive or inconclusive.
SMILES,Nrf2 activator,HepG2 tox,A549 viability,ATXN2 expr inh,Nrf2 block,TGFb SMAD3 inh,ATXN viability,MCF10A rerep,IL-1B inflam inh
CCOC(=O)c1c(C)[nH]c(C)c1S(=O)(=O)N1CCC(C(=O)Nc2ccc(F)cc2F)CC1,0.1%,2%,-16%,-5%,-22%,1%,i,x,x
O=C(Nc1ccc(N2CCOCC2)cc1)c1cc(F)c(F)cc1Cl,0.3%,2%,5%,-9%,2%,5%,i,u,-19
CCCCCC1CCC(c2ccc(/C(N)=N/O)cc2)CC1 (stereo not given),-0.6%,5%,29%,x,3%,6%,u,u,8
Cc1ccc(S(=O)(=O)N2CCN(C)CC2)cc1C,-0.1%,-52%,2%,x,0%,16%,i,10%,-6
CCc1ccc(NC(=O)N(Cc2cccnc2)Cc2ccco2)cc1,-0.6%,-3%,-4%,-7%,x,-7%,i,1%,-16
Nc1nnc(SCC(=O)N2CCN(c3ccccc3)CC2)s1,0.1%,-1%,-10%,50%[activator],3%,-4%,i,7%,26
CCC(COC)NCc1cn(-c2ccc(F)cc2F)nc1-c1ccccc1C (stereo not given),-1.0%,-24%,10%,x,13%,-15%,i,-4%,-6
COc1cc(Cl)ccc1OCc1cc(C(=O)NCC(C)c2ccccc2)no1 (stereo not given),-0.3%,12%,6%,0%,8%,u,i,u,0
Cc1csc(SCC(=O)NC23CC4CC(CC(C4)C2)C3)n1,0.1%,5%,-9%,7%,7%,-2%,i,u,18
N#C/C(=C\c1c(N2CCOCC2)nc2ccccn2c1=O)S(=O)(=O)c1ccccc1,2.9%,-15%,2%,2%,x,31%[activator],i,u,-2
Cc1cccc(OCCCCn2c(C3CC(=O)N(c4ccccc4Cl)C3)nc3ccccc32)c1 (stereo not given),-0.3%,3%,u,-18%,u,u,i,x,x
O=C(Nc1cccc2ncccc12)c1cc2ccccc2o1,14%,12%,-1%,-1%,6%,-40%,i,-1%,-7
Cc1ccc(C(=O)N2CCN(Cc3cc(=O)n4nc(-c5ccccc5)sc4n3)CC2)cc1,6.0%,4%,5%,x,x,-1%,x,x,x
COc1ccc(NS(=O)(=O)c2ccc(NS(C)(=O)=O)cc2)cc1,0.0%,-2%,u,-8%,12%,-6%,i,1%,-10
COc1ccccc1NC(=O)CCn1c(=O)sc2ccccc21,-0.8%,-26%,1%,14%,-12%,-27%,i,20%,-4

# Retrieved by compound from the list above (four):
SMILES,Nrf2 activator,HepG2 tox,A549 viability,ATXN2 expr inh,Nrf2 block,TGFb SMAD3 inh,ATXN viability,MCF10A rerep,IL-1B inflam inh
Cc1ccc(S(=O)(=O)N2CCN(C)CC2)cc1C,-0.1%,-52%,2%,x,0%,16%,i,10%,-6
COc1ccccc1NC(=O)CCn1c(=O)sc2ccccc21,-0.8%,-26%,1%,14%,-12%,-27%,i,20%,-4
O=C(Nc1cccc2ncccc12)c1cc2ccccc2o1,14%,12%,-1%,-1%,6%,-40%,i,-1%,-7
COc1cc(Cl)ccc1OCc1cc(C(=O)NCC(C)c2ccccc2)no1 (stereo not given),-0.3%,12%,6%,0%,8%,u,i,u,0

# Continuation.
SMILES,Nrf2 activator,HepG2 tox,A549 viability,ATXN2 expr inh,Nrf2 block,TGFb SMAD3 inh,ATXN viability,MCF10A rerep,IL-1B inflam inh
CN(C)c1oc(-c2ccccc2Cl)nc1C#N,3.5%,-3%,8%,17%,-7%,2%,i,8%,0
COc1ccc(NC(=S)NCc2ccc(S(N)(=O)=O)cc2)cc1OC,0.0%,-7%,1%,1%,4%,0%,i,2%,-8
CCOC(=O)N1CCN(C(=O)c2ccc(Oc3ccc([N+](=O)[O-])cc3)cc2)CC1,4.2%,0%,-9%,u,26µM*,-24%,i,-2%,-11
COC(=O)COc1c(Cl)cc(Cl)c2ccc(C)nc12,0.5%,-12%,6%,-2%,-4%,3%,i,14%,-2
COc1ccc(NC(=O)c2sc(N3CCOCC3)nc2-c2ccccc2)c(OC)c1,0.0%,-17%,7%,-28%,u,-20%,i,15%,-16
CN(C(=O)c1ccc(C#N)cc1)c1nnc(-c2cnccn2)s1,0.2%,33%,10%,x,2%,3%,i,8%,-7
Cc1ccc(CNC(=O)c2cnn(-c3cccc(C)c3)c2C2CCN(C(=O)OC(C)(C)C)CC2)cc1,-0.4%,-44%,-27%,x,18µM*,u,x,x,x
CC1CCN(c2nc3c(cc2C#N)COC(C)(C)C3)CC1,0.6%,-20%,6%,-10%,-5%,0%,i,14%,-10
Nc1ccc(S(=O)(=O)c2ccc(N)nc2)cc1,-0.4%,-4%,1%,-2%,2%,17%,i,-24%,-5
CCCCS(=O)(=O)Nc1ccc(Cc2ccncc2)cc1,-0.7%,-15%,1%,-13%,u,u,i,-7%,21
COc1cccc(/C=N/NC(=O)c2cccs2)c1,12%,-35%,-3%,92%[activator],u,3%,i,3%,-16
CC(=O)c1cn(-c2ccc(Cl)cc2)c(=O)n(Cc2ccc(F)cc2)c1=O,0.0%,-3%,2%,-18%,-13%,3%,x,7%,-5
CCS(=O)(=O)N1CCc2nc(-c3ccccc3)sc2C1,4.6%,-19%,-1%,x,u,-1%,i,1%,-11
COc1ccccc1NC(=O)C1CCC(CNc2c(N3CCCCC3)c(=O)c2=O)CC1 (stereo not given),-0.2%,8%,23%,x,u,3%,i,0%,u
Cc1ccccc1C(=O)NNC(=O)Cc1ccccc1,0.2%,5%,-1%,-1%,u,-1%,i,u,-27
CCCCn1c(N)c(N(CCC(C)C)C(=O)CSc2nnc(C)s2)c(=O)[nH]c1=O,0.2%,12%,x,-3%,12%,-20%,i,-3%,50
CC(OC(=O)CCCC(=O)Nc1ccc(F)cc1)C(=O)c1ccccc1 (stereo not given),0.1%,0%,0%,8%,-4%,-14%,i,1%,25
CC(=O)c1ccc(NC(=O)Nc2ccc([N+](=O)[O-])cc2C)cc1,2.5%,-4%,0%,1%,-23%,4%,i,u,-29
CC(=O)N1CCc2cc(S(=O)(=O)NCCCOC(C)C)ccc21,0.0%,14%,-7%,-9%,u,-11%,i,0%,8
Clc1ccc(-c2nnc(SCc3nc4ccccc4s3)o2)cc1,13%,-3%,0%,x,u,-6%,i,-8%,30
O=C(c1nnc(-c2ccncc2)o1)c1ccccc1Cl,-0.6%,-13%,-5%,-7%,-2%,13%,i,6%,-3
Cc1c(C(=O)N2CCOCC2)oc2ccccc12,-0.4%,4%,0%,-1%,7%,2%,i,1%,20
NC(CO)C(=O)NNCc1ccc(O)c(O)c1O (stereo not given),6.7%,2%,-18%,u,u,17%,i,u,13
COc1ccc(NC(=O)Nc2cccc3ccccc23)c(OC)c1,-1.6%,-1%,-5%,-14%,-12%,-2%,i,0%,9
Cn1c(CNC(=O)c2ccc(Cl)cc2)nnc1SCC(=O)Nc1sc2c(c1C#N)CCCC2,-0.7%,-34%,2%,-11%,8%,-23%,i,8%,9
CCOc1ccc(C(=O)NCCSc2c(C)[nH]c3ccccc23)cc1OCC,0.5%,-16%,-8%,-38%,-19%[9.27 µM],u,u,x,x
CCN(CC)CCn1c2c(c(SCC(=O)Nc3ccccc3Cl)nc1=O)CCCC2,-0.5%,-4%,-3%,3%,-10%,8%,i,0%,-9
Cc1cccc(OCC(=O)N2CCC3(CC2)CC(=O)c2ccccc2O3)c1,-0.7%,0%,1%,-6%,-14%,0%,i,-10%,-21
FC(F)(F)c1cccc(N2CCC(N=CN3CCCCCC3)=N2)c1,0.3%,-5%,-4%,7%,1%,-20%,i,13%,-24
CCOC(=O)c1cnc2ccc(C)cc2c1Sc1ccc(F)cc1,u,-28%,-2%,16%,x,u,i,u,-12
COc1cccc(CNCc2cccc(Br)c2)c1OC,0.4%,-24%,-5%,-26%,-1%,-17%,i,9%,-19
CC(C)(C)NC(=O)CSCc1ccc(Br)cc1,-0.2%,-1%,11%,-4%,u,5%,i,-7%,-2
Cc1nn(CC#N)c(=O)n1-c1cccc(F)c1,0.0%,-11%,3%,-4%,-10%,-4%,i,-8%,-4
COCCNC(=O)CN1CCCCCC1,-0.4%,4%,-2%,-7%[11.3 µM],2%,16%,i,1%,14
Cc1ccc(P(=O)(c2ccc(C)cc2)[C@@H](NC(c2ccccc2)c2ccccc2)c2ccccc2)cc1,-1.0%,x,x,u,x,x,u,x,0
COc1ccc(C(=O)COC(=O)c2ccc(NC(C)=O)cc2)cc1[N+](=O)[O-],0.6%,0%,-8%,-18%,x,0%,i,1%,-6
Cc1ccc(S(=O)(=O)Nc2cccc(C(=O)NCC(c3ccco3)N3CCCCC3)c2)cc1F (stereo not given),2.7%,-37%,-10%,-12%,u,-24%,u,u,-66*
Cn1nc([N+](=O)[O-])c(C(C#N)c2nc3ccccc3n2C)c(Cl)c1=O (stereo not given),u,-3%,u,-3%,2%,-29%,u,u,-8
COc1cc(Cl)c(NC(=O)CN(C)S(=O)(=O)c2ccc3[nH]c4c(c3c2)CCCC4)c(OC)c1,6.5%,-42%,-1%,-31%,23µM*,u,i,x,x
CSc1nnc(-c2sccc2-n2cccc2)o1,u,-13%,3%,3%,28%,0%,i,0%,-12
Cc1ccc(S(=O)(=O)NC(=O)C2(C)CCN2C(=O)Cc2cc(F)ccc2F)nc1 (stereo not given),-2.0%,9%,x,1%,x,15%,i,x,12
CC(=O)OCC(=O)C1(O)CCC2C3CCC4C(OC(C)=O)C(=O)CCC4(C)C3C(=O)CC21C (stereo not given),-0.6%,9%,-4%,-3%,-10%,0%,u,2%,13
Cc1nonc1NCn1nnc2ccccc21,2.6%,9%,-4%,20%,u,58%[activator],i,u,6
O=c1[nH]ncc(N/N=C\c2ccc(O)cc2O)c1Cl,u,-27%,-1%,44%[activator],-8%,3%,i,u,12
O=C1Nc2ccc(S(=O)(=O)Nc3ccccc3O)c3cccc1c23,9.8%,-3%,-2%,16%,17%,-10%,i,x,x
